PI5P4K alpha inh = blocks human PI5P4K alpha kinase activity; hit rate 1.2% among 330,000; AID 652105; P48426; max response, %; PI5P4Kalpha enzyme, ADP-Glo luminescence, 60 min; stronger effect = lower value; active = max response of -50% or lower; inconclusive = between -30% and -50%; inactive = -30% or higher; also: value at the top dose of about 77 µM; % is scaled to controls: 0 for no effect and ±100 for the full control effect
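qHTS, 1536-well: enzyme/substrate mix, compound by pin tool, 5 microM ATP final; RT 60 min; ADP-Glo reagents 1 (45 min) then 2 (30 min); luminescence.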
D3 ag = activates the human D3 dopamine receptor. D3R DiscoveRx beta-arrestin cells, luminescence, 90 min. max activation, %. hit rate 0.58% among 410,000. AID 652048; in the data active = max activation above about 30%; also: 0% is about no effect; mostly tested at two doses, the higher about 12 µM
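Agonist-mode cell screen: cells plated at 1500/well and incubated overnight at 37 °C, then exposed to library compounds for 90 min at 37 °C. Detection reagent was added for 30–60 min at room temperature, and luminescence was read.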
D3 antag = antagonists of human D3 dopamine receptor; D3R cells, DiscoveRx beta-arrestin luminescence, antagonist mode; stronger effect = lower value; P35462; hit rate 2.5% among 360,000; max response, negative = inhibition, %; in the data active = max response below about -50%; inconclusive = no clear call, values can overlap the other calls; also: % is scaled to controls: 0 for no effect and ±100 for the full control effect; mostly tested at two doses, the higher about 12 µM
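Cells plated overnight at 1500 cells/well, then exposed to library compounds with dopamine controls for 90 minutes at 37 degrees C. DiscoveRx reagent added for 30–60 minutes at room temperature; luminescence read, quantitative HTS format.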
IL2 activator = activators of IL-2; IL-2 activation reporter assay, cell-based qHTS; stimulated with anti-CD3/CD4/CD28 beads; in transgenic mouse T cells; activation, % (series mostly up to about 46 µM); hit rate 0.065% among 360,000; AID 652025; in the data active = activation above about 50%; inconclusive = mostly about 30% to 49%; also: 0% is about no effect
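Screening format: compound pinned onto unstimulated transgenic mouse T cells, 60 min incubation, then anti-CD3/anti-CD4/anti-CD28 bead stimulation for 18 hours at 37 degrees C, followed by EGFP and DsRed detection.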
PLK1 PBD inh = inhibitors of human PLK1 polo-box domain binding. Potency, µM, for the others: max response, negative = inhibition, actives largely listed as inhibitors. P53350. hit rate 2.8% among 360,000. Plk1 PBD binding of FITC phosphopeptide, fluorescence polarization; also: potency is read from the fitted curve at half-maximal effect; series mostly up to about 57 µM; % is scaled to controls: 0 for no effect and ±100 for the full control effect; nearly all actives have a fitted effect of over 65% in size
GLP1R cytotox = cytotoxic in the GLP-1 receptor inverse agonist counter-screen | Potency, µM (top dose mostly 38.3 µM), for the others: at the highest dose activity change, negative = inhibition, most hits filed as inhibitors | hit rate 0.13% among 410,000 | HEK293 cAMP-luciferase reporter cells, luminescence, 24 h;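 also: loss of luciferase light is scored as toxicity; potency is read from the fitted curve at half-maximal effect; % is scaled to controls: 0 for no effect and ±100 for the full control effect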
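Compound-treated cells are incubated 24 hr at 37 deg C under 5% CO2 after a 12 hour attachment period, then luciferase detection reagent is added and luminescence is measured following 12 min at room temperature; lowered signal indicates toxicity.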
GLP-1R agonist = activates the human GLP-1 receptor; P43220; HEK293 GLP-1R CRE-luciferase, luminescence, 4-6 h; cells express a hypersensitive GLP-1R form; Potency, µM (top dose mostly 45.6 µM), for the others: at the top dose activation, hits mostly activators; hit rate 0.007% among 380,000; AID 624172; also: potency is read from the fitted curve at half-maximal effect; % of control where 0% means no effect
GLP-1R inv ag = GLP-1 receptor (human) inverse agonism. HEK293 GLP-1R CRE-luciferase, luminescence, 24 h; GLP-1R form is constitutively active. Potency, µM (doses to about 38.3 µM), inactives show at the top dose activity change, negative = inhibition, most hits filed as inhibitors. hit rate 1.6% among 410,000. AID 624417; also: potency is read from the fitted curve at half-maximal effect; % is scaled to controls: 0 for no effect and ±100 for the full control effect; nearly all actives have a fitted effect of over 55% in size
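Readout was luciferase luminescence, measured 12 min after detection reagent at room temperature. Beforehand, GLP-1R reporter HEK293 cells had sat 12 h, then received compounds for 24 hr at 37 deg C.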
WRN helicase inh = blocks human WRN helicase; AID 651768; Q14191; WRN helicase unwinding, fluorescent forked duplex, kinetic; hit rate 0.46% among 360,000; Potency, µM (top dose mostly 114 µM), for inactives: at the highest dose activity change, negative = inhibition, usual class: inhibitors; also: potency is read from the fitted curve at half-maximal effect; % is scaled to controls: 0 for no effect and ±100 for the full control effect; nearly all actives have a fitted effect of over 55% in size
Target sequence (Q14191 whole entry, looked up): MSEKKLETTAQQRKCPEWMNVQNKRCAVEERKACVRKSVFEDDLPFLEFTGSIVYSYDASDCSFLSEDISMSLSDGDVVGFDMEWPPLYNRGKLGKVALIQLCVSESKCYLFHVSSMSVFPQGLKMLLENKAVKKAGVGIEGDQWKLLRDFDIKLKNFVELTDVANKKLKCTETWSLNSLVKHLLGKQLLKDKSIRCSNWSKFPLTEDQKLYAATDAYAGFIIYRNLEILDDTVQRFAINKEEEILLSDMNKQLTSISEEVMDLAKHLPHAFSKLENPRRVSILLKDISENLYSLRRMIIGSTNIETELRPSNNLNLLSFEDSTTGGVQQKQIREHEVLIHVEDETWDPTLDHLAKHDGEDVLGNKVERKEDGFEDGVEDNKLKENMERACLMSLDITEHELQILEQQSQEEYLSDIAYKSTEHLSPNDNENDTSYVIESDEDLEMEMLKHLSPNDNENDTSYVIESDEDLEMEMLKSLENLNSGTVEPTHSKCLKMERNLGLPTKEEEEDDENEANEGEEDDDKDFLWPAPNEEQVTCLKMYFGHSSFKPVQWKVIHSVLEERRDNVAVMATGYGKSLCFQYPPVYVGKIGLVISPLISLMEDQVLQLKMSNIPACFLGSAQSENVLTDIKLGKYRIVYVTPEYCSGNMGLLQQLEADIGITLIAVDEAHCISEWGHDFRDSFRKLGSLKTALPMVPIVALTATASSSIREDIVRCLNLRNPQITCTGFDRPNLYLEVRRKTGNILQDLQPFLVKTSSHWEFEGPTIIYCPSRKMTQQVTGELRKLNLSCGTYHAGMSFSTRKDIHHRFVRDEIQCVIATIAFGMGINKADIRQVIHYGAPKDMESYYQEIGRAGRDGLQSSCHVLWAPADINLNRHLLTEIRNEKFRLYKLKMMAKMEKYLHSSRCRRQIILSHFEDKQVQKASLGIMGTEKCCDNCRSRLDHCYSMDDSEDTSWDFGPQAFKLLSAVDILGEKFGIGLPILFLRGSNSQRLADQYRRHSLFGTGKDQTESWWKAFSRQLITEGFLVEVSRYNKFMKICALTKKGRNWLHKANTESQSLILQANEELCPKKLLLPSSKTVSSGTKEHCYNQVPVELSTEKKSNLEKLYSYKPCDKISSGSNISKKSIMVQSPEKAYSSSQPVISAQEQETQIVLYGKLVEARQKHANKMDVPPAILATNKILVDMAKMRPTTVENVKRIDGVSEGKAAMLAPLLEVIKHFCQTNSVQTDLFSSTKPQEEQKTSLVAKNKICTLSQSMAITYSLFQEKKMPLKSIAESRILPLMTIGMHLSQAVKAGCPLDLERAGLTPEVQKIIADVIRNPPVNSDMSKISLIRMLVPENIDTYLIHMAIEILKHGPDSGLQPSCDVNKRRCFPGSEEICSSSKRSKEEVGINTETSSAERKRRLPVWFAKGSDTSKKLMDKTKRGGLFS
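Kinetic fluorescence helicase assay: unwinding of a quenched forked DNA duplex (100 nM final) with 2 mM ATP final raises red fluorescence (525/598 nm). Compounds sat 15 min at room temperature with 20 nM WRN beforehand.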
* hit, by the source's call; u = inconclusive; x = not tested or not shown; & = joins results of further samples; [ ] = remark or other dose. Unless noted, calls follow the shape of the dose curve; as a rule, active = well fitted curve in the direction sought with a large enough effect; inconclusive = small, poorly fitted or top-dose-only effect, or another doubt; inactive = no such curve, though single readings can be large; an effect the other way counts as inactive or inconclusive. Outcome played no part in choosing rows (roughly 7.8% active in at least one column).

SMILES	PI5P4K alpha inh	D3 ag	D3 antag	IL2 activator	PLK1 PBD inh	GLP1R cytotox	GLP-1R agonist	GLP-1R inv ag	WRN helicase inh
COc1ccc2cc3c(nc2c1)OCC3	0	1	-13	-0.2	-21%	0%	-6%	22%	3%
O=C(Nc1ccccc1)N(C1=NCCC1)c1ccccc1	1	-11	-20	-1.7	1%	7%	0%	u	-6%
CC(=O)c1cccc(NC(=S)NCc2ccccc2)c1	-1	-1	-1	3.7	-12%	7%	7%	4%	-19%
COc1cccc(NC(=O)C(=O)c2cn(CC(=O)N3CCCC3)c3ccccc23)c1	7	2	2	-1.8	-13%	-8%	13%	-15%	-3%[11.6 µM]
O=C1CC(c2cccnc2)c2cc3c(cc2N1)OCCO3 (stereo unspecified)	-2	1	2	-0.8	-6%	-9%	9%	29%	2%
CC(C)C(NC(=O)C1CCCCC1)C(=O)Nc1ccc2c(c1)OCCO2 (stereo unspecified)	-2	-9	-2	-4.3	-10%	1%	-9%	0%	-2%
COc1ccc(CN2CC[C@H]3C=CC[C@@H](C(=O)Nc4ccc(Cl)c(C(F)(F)F)c4)[C@H]3C2=O)cc1OC	5	-39	-23	-0.4	1%	-21%	5%	u	6%
COc1ccc(CNC(=O)c2ccc3c(c2)NC(=O)C(CS(=O)(=O)Cc2ccccc2Cl)N3)cc1 (stereo unspecified)	x	1	x	x	x	11%	-2%	1%	x
O=C(OCc1cn([C@H]2C[C@H](c3ccccc3)N(Cc3cccs3)C[C@@H]2O)nn1)c1ccccc1	9	-7	-7	-2.0	-2%	1%	0%	u	4%
CCOC(=O)N1CCC(NC(=O)COc2cc(=O)n(C)c3ccccc23)CC1	9	-5	0	-1.6	-9%	6%	-1%	17%	-3%
CCOCCc1nn2c(=O)cc(CSCC(=O)Nc3ccc(OC)cc3)nc2s1	-8	0	3	-2.6	-8%	-7%	0%	4%	7%
Cc1ccc2c(CC(=O)NCc3cccs3)coc2c1	-1	-4	3	-2.8	-18%	-3%	11%	u	15%

Four of these compounds, set out differently.
| SMILES | PI5P4K alpha inh | D3 ag | D3 antag | IL2 activator | PLK1 PBD inh | GLP1R cytotox | GLP-1R agonist | GLP-1R inv ag | WRN helicase inh |
| --- | --- | --- | --- | --- | --- | --- | --- | --- | --- |
| COc1ccc2cc3c(nc2c1)OCC3 | 0 | 1 | -13 | -0.2 | -21% | 0% | -6% | 22% | 3% |
| O=C(OCc1cn([C@H]2C[C@H](c3ccccc3)N(Cc3cccs3)C[C@@H]2O)nn1)c1ccccc1 | 9 | -7 | -7 | -2.0 | -2% | 1% | 0% | u | 4% |
| O=C1CC(c2cccnc2)c2cc3c(cc2N1)OCCO3 (stereo unspecified) | -2 | 1 | 2 | -0.8 | -6% | -9% | 9% | 29% | 2% |
| O=C(Nc1ccccc1)N(C1=NCCC1)c1ccccc1 | 1 | -11 | -20 | -1.7 | 1% | 7% | 0% | u | -6% |

(more compounds)
SMILES	PI5P4K alpha inh	D3 ag	D3 antag	IL2 activator	PLK1 PBD inh	GLP1R cytotox	GLP-1R agonist	GLP-1R inv ag	WRN helicase inh
N#C/C(=C(/O)COc1ccc(Cl)cc1)c1nc2ccccc2s1	-3	0	-5	0.5	u	-11%	0%	-15%	-2%[57.1 µM]
CCCn1c(=O)c(Br)cn(-c2ccccc2C)c1=O	-1	2	19	0.6	3%	2%	1%	4%	3%
CCOC(=O)c1c(C2CC2)csc1NC(=O)COC(=O)c1ccc[n+]([O-])c1	-11	5	6	-1.9	-1%	12%	1%	28%	-10%
COc1ccc(OC)c(CNC(=O)CCc2nc(-c3cccs3)no2)c1	2	0	-13	-0.9	-6%	3%	16%	u	0%
CC1(C)CC(=O)C=C(c2cc3ccccc3s2)C1	-1	0	45	-1.6	0%	u	-1%	11%	7%
COc1ccc(N=C2NC(=O)/C(=C/c3ccc(O)c(OC)c3)S2)cc1	-62*	2	6	0.6	36%[activator]	-17%	9%	57%[activator]	u
Cn1cccc1C(C#N)c1cccc(F)c1C#N (stereo unspecified)	0	4	2	-0.3	2%	-6%	7%	-16%	6%
CC(C)Cn1c(SCC(=O)c2c(N)n(C)c(=O)n(C)c2=O)nc2ccccc21	3	0	0	2.0	-10%	-14%	8%	1%	-28%
CCOC(=O)c1ccc(NC(=O)CSc2nc3c(c(=O)n2C)SC(C)C3)cc1 (stereo unspecified)	4	7	19	-3.6	-1%	3%	14%	21%	-1%
CC(=O)c1ccc(OCCN2CCOCC2)cc1	-2	-9	-9	-0.2	-8%	-29%	3%	1%	-1%
CCOC(=O)c1nnc(-c2ccc(C)cc2)nc1Sc1ccccc1Cl	17	6	-85*	2.0	-2%	-16%	-14%	0%	-4%
COc1ccc(S(=O)(=O)N(C)CC(=O)Nc2ccccc2C(F)(F)F)cc1OC	9	-6	25	-0.3	-3%	-12%	8%	2%	-6%
C[C@@H](C(=O)N1CCNCC1)n1cc(CCCN=C(N)N)nn1	-2	-11	34	0.2	-2%	9%	-2%	15%	3%
COc1cc(CNCc2ccc(C)cc2)cc(OC)c1OC	-1	-15	-14	-0.5	-10%	1%	-6%	-3%	-2%
O=C(Nc1ccccc1)C1=C[C@H](C2CC2)C[C@H](OCCCCO)O1	-1	3	0	0.1	1%	-20%	9%	0%	-3%
COc1ccc(OC)c2sc(N3CCCCC3)nc12	0	-6	-6	-0.7	-10%	12%	0%	-15%	0%
COC(=O)CSC1=NS(=O)(=O)c2ccccc21	-20	9	-26	-4.4	3µM*	5%	6%	0%	u
COc1ccc(S(=O)(=O)N2CCC(C(=O)NCCN3CCOCC3)CC2)cc1	0	8	9	0.4	-6%	-18%	17%	4%	0%
O=S(=O)(c1ccc(Cl)cc1)N1CCC2(CC1)OCCN2S(=O)(=O)c1cccs1	-3	-1	16	0.0	-2%	3%	-11%	u	1%
CCc1nnc(NC(=O)CSc2nnc(-c3ccco3)n2CC)s1	x	14	-15	-1.0	-4%	4%	10%	13%	-16%
O=C(COC(=O)[C@@H]1CCCN1C(=O)c1cccs1)Nc1ccc(Br)cc1	6	-11	-12	-0.9	-16%	0%	19%	-19%	-8%
O=C(N/N=C/c1c(-c2ccccc2)[nH]c2ccccc12)c1cccnc1	-12	-13	-13	-0.1	-14%	-19%	8%	-17%	-23%
CCCCCNC(=O)C(c1ccc(-c2ccccc2)cc1)n1c(=O)c(-c2cc3ccccc3[nH]2)nc2ccccc21 (stereo unspecified)	5	10	16	-0.6	2%	11%	x	2%	0%
O=C(Cn1nc(C(F)(F)F)cc1C1CC1)NCc1ccccc1F	-1	-3	-2	-0.1	-3%	-6%	-11%	-3%	6%
COc1cc(CC(=O)OCC(=O)N2CC(C)CC(C)C2)cc(OC)c1OC (stereo unspecified)	7	3	3	1.3	0%	5%	4%	-11%	-1%
Cc1c(C(=O)Nc2ccccc2N2CCN(C)CC2)oc2ccc(F)cc12	-7	-14	0	-1.0	-7%	-5%	11%	u	-31%
Cc1ccc(/C=N\NC(=O)C2CC(=O)N(c3ccccc3)C2)o1 (stereo unspecified)	-11	7	1	1.2	-7%	3%	5%	15%	-11%
COCCCNC(=O)Cn1ccc(N)nc1=O	1	38*	14	0.1	-1%	6%	-6%	37%[activator]	-6%
O=c1ccc(-c2ccc([N+](=O)[O-])cc2)nn1-c1ccccc1	-1	-6	-21	-1.0	-11%	-1%	7%	37%[activator]	-25%[57.1 µM]
CCN(CC)c1ccc(CNc2ccc3c(c2)ncn3CC)cc1	7	19	-5	-0.6	-1%	-8%	27%	-21%	-1%
COc1ccc(N2CCN(S(=O)(=O)c3cccc4nsnc34)CC2)cc1	x	-4	-27	-1.9	-2%	0%	-3%	0%	-1%
CC(C)CNC(=S)N1CCN(c2nc(-c3ccc(Cl)cc3)cs2)CC1	20	13	13	-1.7	-1%	-7%	0%	u	-4%[57.1 µM]
O=C(Nc1cccc(C(F)(F)F)c1)c1cc(-c2ccco2)on1	-14	-21	-9	0.6	-17%	-3%	15%	-25%	4%
CCCOc1ccc(/C=C/C(=O)NC2CCCCC2)cc1OC	-4	0	17	-0.1	10%	-4%	0%	-16%	7%
O=c1cc(CSc2nnc(-c3cccnc3)n2-c2ccccc2F)nc2sccn12	x	5	9	-1.1	-11%	3%	-2%	2%	-13%
CCCCN1CC(=O)N2[C@H](c3ccc(OC)cc3)[C@@H]3C(=O)N(CC)C(=O)[C@@H]3[C@]2(Cc2ccccc2)C1=O	2	-9	7	0.7	-10%	-2%	9%	7%	13%
C=CCCO[C@@H]1O[C@@H](C)[C@H](O)C[C@H]1O	1	5	7	0.4	-4%	0%	5%	10%	3%
CCCC(=O)Nc1ccc(Oc2ccc(NC(=O)CCC)cc2)cc1	0	-4	3	0.1	-2%	4%	-12%	0%	4%
Cc1cc(C)cc(NC(=O)CSc2nc3[nH]c(=O)cc(O)c3s2)c1	-29	7	6	0.9	-14%	-3%	5%	10%	-7%[57.1 µM]
CSc1c(-c2ccccn2)c(N)nn1C(=O)C1CCC1	-1	-1	-8	-0.9	-9%	14%	1%	-1%	-32%
O=C(CCSCc1cccc(F)c1)NCCc1ccccc1	9	8&-8	-9	-0.1	-1%	-3%&-2%	13%	u	-6%
Cc1ccccc1Nc1nc(N)nc(COC(=O)CC2CC3CCC2C3)n1 (stereo unspecified)	32	3	17	-0.1	2%	-1%	18%	14%	-6%
CC(=O)N1CCN(c2ccccc2NC(=O)c2ccc(C#N)cc2F)CC1	1	-5	6	0.6	0%	-5%[7.66 µM]	1%	21%[7.66 µM]	-1%
COc1ccc(N(C(=O)c2ccco2)S(=O)(=O)c2cc(Cl)c(Cl)cc2Cl)cc1	x	10	-23	-1.1	-5%	-29%	-14%	-21%	-6%
COc1cc2oc(=O)cc(-c3cccc(-c4ccc(C(F)(F)F)cc4)c3)c2c(OC)c1OC	9	8	-19	-0.2	-9%	23%	5%	u	-5%
Cc1ccc(-n2nc(C)c(/C=N/NC(=O)c3cccnc3)c2Cl)cc1	3	3	2	1.6	-9%	-1%	1%	-10%	5%
Cc1ccccc1N1CC(C(=O)Nc2ccc(S(=O)(=O)N3CCCCC3)cc2)CC1=O (stereo unspecified)	2	8	5	-2.3	17%	-3%	3%	u	4%

Screening results deposited in PubChem by National Center for Advancing Translational Sciences (NCATS).
